Screening data (PubChem)
S2 tox – reduces viability in counter-screen for ATXN expression inhibitors. S2 cells (HEK-293 line with an ATXN2-luciferase reporter) viability, CellTiter-Fluor protease fluorescence, 24 h. Potency, µM (highest dose often 56.7 µM), most hits filed as cytotoxic. hit rate 0.49% among 400,000; also: potency is read from the fitted curve at half-maximal effect; nearly all actives have a fitted effect of over 40% in size
KB-3-1 tox – kills parental KB-3-1 adenocarcinoma cells; KB-3-1 viability, CellTiter-Glo ATP luminescence, 72 h; hit rate 1.4% among 400,000; Potency, µM (highest dose often 46.1 µM), for the others: at the top dose activity change, negative = cytotoxic, hits mostly cytotoxic; also: potency is read from the fitted curve at half-maximal effect; % is scaled to controls: 0 for no effect and ±100 for the full control effect; nearly all actives have a fitted effect of over 60% in size
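KB-3-1 parental drug-naive adenocarcinoma cells in DMEM/10% FBS, incubated 72 h at 37 C with pin-transferred compounds across a concentration series. Viability by CellTiter-Glo luminescence; concentration-response curves fitted after normalization.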
SW480 rerep – DNA re-replication induction in SW480 cells; Potency, µM (titrated, usually from 46.1 µM), for inactives: at the top dose re-replication activation, usual class: activators; hit rate 1.8% among 340,000; SW480 DNA re-replication, Hoechst DNA content imaging, 48 h; also: potency is read from the fitted curve at half-maximal effect; % of control where 0% means no effect; nearly all actives have a fitted effect of over 55% in size
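Quantitative HTS format with DMSO vehicle controls; 48 hr drug incubation at 37 C, then 40 min Hoechst staining and scanning imager measurement at 405 nm excitation.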
MCF10A rereplic – DNA re-replication induction in MCF 10a cells. MCF 10A DNA re-replication, Hoechst nuclear intensity, 48 h. AID 624296. hit rate 2.9% among 350,000. Potency, µM (series often up to 46.1 µM), for the others: at the highest dose activity, positive = re-replication, actives largely listed as activators; also: potency is read from the fitted curve at half-maximal effect; % of control where 0% means no effect; nearly all actives have a fitted effect of over 50% in size
HepG2 tox – kills HepG2 cells in TGF-b inhibitor counter-screen; hit rate 0.76% among 410,000; Potency, µM (top dose mostly 46.1 µM), without a hit: at the top dose activity change, negative = cytotoxicity, most hits filed as cytotoxic; HepG2 CAGA-GFP viability, ATP luminescence, 18 h; also: potency is read from the fitted curve at half-maximal effect; some results filed as inactive show a strong effect at the top dose
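HepG2 CAGA-GFP cells (1000/well, DMEM with 1% FBS) received compound, then TGF-beta at 500 pg/mL final, and were incubated 18 hours at 37 degrees C. Viability was read by CellTiter-Glo luminescence. Media-only wells were set as complete cell-killing and DMSO as no toxicity.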
ATXN2 expr inh – reduces ATXN2 reporter expression in HEK-293 cells; hit rate 0.72% among 360,000; HEK-293 ATXN2-luciferase reporter, luminescence, 24 h; Potency, µM (highest dose often 57 µM), without a hit: top-dose activity change, negative = inhibition, actives largely listed as inhibitors; also: potency is read from the fitted curve at half-maximal effect; % is scaled to controls: 0 for no effect and ±100 for the full control effect; nearly all actives have a fitted effect of over 55% in size
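qHTS (up to 57 uM final) was run with 24 h compound exposure of reporter cells at 37 °C. Each well was multiplexed: SteadyGlo luminescence measured ATXN2-luciferase expression after a fluorogenic Gly-Phe-AFC viability readout (25 uM final).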
HT1080 IDH1KD tx – kills HT-1080 cells with IDH1 knockdown; HT-1080 IDH1 knockdown viability, ATP luminescence, 48 h; Potency, µM (top dose mostly 46.1 µM), inactives show at the top dose activity, negative = toxicity, most hits filed as cytotoxic; hit rate 2% among 360,000; AID 686971;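 also: potency is read from the fitted curve at half-maximal effect; 0% = DMSO wells and -100% = cell-free medium wells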
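Luminescent ATP read-out (CellTiter-Glo, 10 min at room temperature) after 48 h compound exposure at 37 °C gave viability of IDH1-knockdown HT-1080 cells. Activity was normalised to DMSO and cell-free wells, then fitted as concentration-response curves.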
IL1B secr inh – blocks inflammasome-driven IL-1 beta release; THP-1 LPS/ATP IL-1B secretion, AlphaLISA, 16 h; hits give low values; activity change, % at 57.5 µM; hit rate 4.7% among 360,000; in the data active = activity change below about -50%; inconclusive = mostly about -30% to -49%; also: % is scaled to controls: 0 for no effect and ±100 for the full control effect
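Secreted IL-1B measured by AlphaLISA bead assay after 16 h compound exposure of THP-1 cells; compounds (final up to 57.5 uM) added 1 h before LPS (250 ng/mL) and ATP (1.25 mM) stimulation; lower signal means less secretion.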
HT1080-NT tox – kills 2HG-producing HT-1080-NT fibrosarcoma cells | HT-1080-NT fibrosarcoma viability, CellTiter-Glo ATP luminescence, 48 h | Potency, µM (titrated, usually from 46.1 µM), inactives show top-dose activity, negative = less viability, hits mostly cytotoxic | hit rate 1.6% among 360,000 | AID 686970;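 also: NT is the 2HG producing partner of a matched IDH1 knockdown line; potency is read from the fitted curve at half-maximal effect; 0% = DMSO-treated cells and -100% = media-only wells without cells; nearly all actives have a fitted effect of over 55% in size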
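750 cells/well, RPMI + 5% FBS; 2 h settle, compound pin-transfer, 48 h at 37 degrees C. CellTiter-Glo 10 min RT, luminescence. Normalized to DMSO and media-only wells.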
* hit, by the source's call; i = inactive; ? = inconclusive; . = not tested or not shown; & = joins results of further samples; [ ] = another dose, or the depositor's remark. Unless noted, calls follow the shape of the dose curve; as a rule, active = well fitted curve in the direction sought with a large enough effect; inconclusive = small, poorly fitted or top-dose-only effect, or another doubt; inactive = no such curve, though single readings can be large; an effect the other way counts as inactive or inconclusive.

cpd	SMILES	HepG2 tox	IL1B secr inh	HT1080 IDH1KD tx	ATXN2 expr inh	S2 tox	KB-3-1 tox	MCF10A rereplic	HT1080-NT tox	SW480 rerep
1	Cn1ncc2c(Sc3ccc(Cl)cc3)ncnc21	-5%	.	13%	38%	i	7%	-2%	1%	-4%
2	O=C(NCc1nnnn1-c1ccc(Cl)cc1)C(=O)c1c[nH]c2ccccc12	-26%	-14	-2%	.	i	-1%	.	-3%	.
3	Cc1ccc([N+](=O)[O-])cc1NC(=O)C(C)N1CCCCC1 (stereo unspecified)	-7%	7	-21%	-3%	i	16%	-1%	0%	-6%
4	CS(=O)(=O)N1CCC(C(=O)Nc2c(F)cccc2F)CC1	-15%	-29	-2%	-4%	i	-4%	-4%	-8%	2%
5	Cc1ccc2oc(=O)n(CCNC(=O)Nc3ccc(Cl)cc3)c2c1	-5%	.	.	-17%	i	-4%	.	.	.
6	Cc1noc(C)c1C(=O)OCC(=O)Nc1cccc(F)c1	-2%	11	-2%	.	i	?	.	1%	.
7	O=C(CN1C(=O)NC2(CCCCC2)C1=O)Nc1ccccc1N1CCCCC1	-9%	-8	-9%	.	i	0%	2%	-1%	1%
8	CCc1ccccc1NC(=O)CSc1nnc(-c2ccc(OC)cc2)s1	-17%	.	.	10%	i	-9%	.	.	.
9	CCOc1ccc(NC(=O)CN(C)C(=O)c2cn(-c3ccc(C)cc3)nc2-c2cccc(OC)c2)cc1OCC	-2%	-4	-2%	2%	?	2%	?	-4%	-5%
10	C[C@H](CO)N1C[C@H](C)[C@@H](CN(C)S(=O)(=O)c2cn(C)cn2)OCc2cn(nn2)CCCC1=O	-7%	12	0%	-6%	i	9%	.	7%	.
11	Cc1nn(CC(=O)N2CCCCCC2)c(=O)c2cc3occc3n12	4%	-11	14%	14%	i	6%	-4%	5%	-4%
12	O=C(Nc1ccccc1)[C@@H]1CC=C[C@@H]2CCN(Cc3ccc(Cl)c(Cl)c3)C(=O)[C@@H]21	-17%&-21%	?	?	-24%	?	-22%&-24%	-3%	?	5%
13	Cc1cc(C)cc(CC(=O)N2CCC2(C)C(=O)NS(=O)(=O)c2ccc(C#N)cc2)c1 (stereo unspecified)	-9%	13	4%	8%	i	0%	.	0%	.
14	Cc1oc2ccc(Br)cc2c(=O)c1-c1nn[nH]n1	5%	18	5%	-19%	i	-4%	?	4%	-5%
15	CCS(=O)(=O)Nc1cccc(C2=NN(S(=O)(=O)c3ccccc3)C(c3ccco3)C2)c1 (stereo unspecified)	-16%	-13	-13%	-7%	i	-3%	?	-3%	-126%[inhibitor]
16	CCCN1C(=O)/C(=C/c2ccc(C)o2)SC1=Nc1ccc(OCC)cc1	-7%	-10	8%	-15%	i	2%	-4%	13%	-5%
17	O=C(O)C1CCCCC1C(=O)Nc1ccc(F)c(F)c1 (stereo unspecified)	-3%	39	20%	0%	i	5%	11%	15%	-7%
18	CCn1c(C(=O)Nc2ccc(C)cc2C)cc2sc(Cl)cc21	-3%	.	.	-9%	i	8%	.	.	.
19	CCOC(=O)c1c(S(=O)(=O)NCC(=O)Nc2ccc(C)cc2)c(C)n(C)c1C	13%	-6	2%	4%	i	?	-1%	1%	2%
20	CCOC(=O)c1ccc(NS(=O)(=O)c2c(C)nc3sccn3c2=O)cc1	-1%	3	-2%	-16%	i	?	1%	-12%	-9%

Exported with two lines to a compound: part of the list above
Value order – HepG2 tox | IL1B secr inh | HT1080 IDH1KD tx | ATXN2 expr inh | S2 tox | KB-3-1 tox | MCF10A rereplic | HT1080-NT tox | SW480 rerep
2) O=C(NCc1nnnn1-c1ccc(Cl)cc1)C(=O)c1c[nH]c2ccccc12
→ -26% | -14 | -2% | . | i | -1% | . | -3% | .
3) Cc1ccc([N+](=O)[O-])cc1NC(=O)C(C)N1CCCCC1 (stereo unspecified)
→ -7% | 7 | -21% | -3% | i | 16% | -1% | 0% | -6%
4) CS(=O)(=O)N1CCC(C(=O)Nc2c(F)cccc2F)CC1
→ -15% | -29 | -2% | -4% | i | -4% | -4% | -8% | 2%
5) Cc1ccc2oc(=O)n(CCNC(=O)Nc3ccc(Cl)cc3)c2c1
→ -5% | . | . | -17% | i | -4% | . | . | .

Filtered by structure, the entries above with two or more sulfur atoms
cpd	SMILES	HepG2 tox	IL1B secr inh	HT1080 IDH1KD tx	ATXN2 expr inh	S2 tox	KB-3-1 tox	MCF10A rereplic	HT1080-NT tox	SW480 rerep
8	CCc1ccccc1NC(=O)CSc1nnc(-c2ccc(OC)cc2)s1	-17%	.	.	10%	i	-9%	.	.	.
15	CCS(=O)(=O)Nc1cccc(C2=NN(S(=O)(=O)c3ccccc3)C(c3ccco3)C2)c1 (stereo unspecified)	-16%	-13	-13%	-7%	i	-3%	?	-3%	-126%[inhibitor]
20	CCOC(=O)c1ccc(NS(=O)(=O)c2c(C)nc3sccn3c2=O)cc1	-1%	3	-2%	-16%	i	?	1%	-12%	-9%

Next section:
cpd	SMILES	HepG2 tox	IL1B secr inh	HT1080 IDH1KD tx	ATXN2 expr inh	S2 tox	KB-3-1 tox	MCF10A rereplic	HT1080-NT tox	SW480 rerep
21	COc1cc(NC(=O)[C@@H]2O[C@H](CO)[C@@H](O)[C@H]2O)cc(OC)c1OC	4%	5	7%	5%	i	0%	.	24%	.
22	Cc1ccc(N/C=C/C(=O)c2ccccc2)cc1Br	-15%	19	0%	.	i	1%	-6%	9%	1%
23	COCCn1c(SCC(=O)Nc2cc(C)on2)nc2c(c1=O)SC(C)C2 (stereo unspecified)	-2%	13	1%	1%	i	-3%	-4%	9%	?
24	CN(C)S(=O)(=O)n1cc(/C=C(\NC(=O)c2ccccc2)C(=O)N2CCCC2)c2ccccc21	5%	12	-6%	.	i	-6%	?	-7%	85%
25	CCCOc1ccc(C2c3c(oc4ccccc4c3=O)C(=O)N2CCCN2CCOCC2)cc1 (stereo unspecified)	7%	-10	3%	-5%	i	4%	-4%	22%	-1%
26	CCCCCC(=O)N1C[C@@H](n2cc(-c3ccc(F)cc3)nn2)[C@H](O)C[C@@H]1c1ccc(Cl)cc1	-141%	-56*	16µM*	?	.	?	.	?	.
27	O=C(O)CCC(=O)NNc1nc(-c2ccccc2)c2cc(Cl)ccc2n1	-2%	18	0%	-7%	i	-2%	-3%	-1%	-11%
28	O=C(N/N=C/c1ccc(F)cc1)c1c(O)c2ccccc2[nH]c1=O	-34%	0	0%	-3%	i	?	?	-2%	.
29	O=C(NCCCNCc1ccccc1)c1ccncc1	-1%	-7	1%	-4%	i	-9%	2%	-4%	-13%
30	CCn1cc(C(=O)NCc2ccccc2OC)c(=O)c2cc(S(=O)(=O)N3CCCCCC3)ccc21	-4%	.	.	5%	i	14%	.	.	.
31	O=C(c1ccc(S(=O)(=O)N2CCC(c3nc4ccccc4s3)CC2)cc1)N1CCOCC1	-1%	12	6%	-31%	i	-15%	-27%	0%	22%
32	Cc1ccccc1CN1c2ccccc2-c2nc(SCC(=O)NCCc3ccccc3)ncc2S1(=O)=O	-1%	.	.	6%	i	16%	.	.	.
33	O=C1C2CCCN2C(c2ccccc2F)N1c1ccc(Cl)cc1 (stereo unspecified)	9%	6	-17%	83%[activator]	i	?	?	-19%	-6%
34	CC(C)(C)n1nnnc1C(c1cc2ccccc2o1)N1CCOCC1 (stereo unspecified)	.	-8	5%	0%	i	2%	.	0%	.
35	O=C(CSc1nc2cc(C(=O)O)ccc2c(=O)n1-c1ccc(F)cc1)Nc1ccc(F)c(F)c1F	-11%	6	-15%	.	i	-1%	-3%	-4%	-88%[inhibitor]
36	CCOc1ccc(C(=O)OCc2cc(=O)n3nc(C4CCCCC4)sc3n2)cc1	0%	.	.	-1%	i	1%	.	.	.
37	CCCCN(C(=O)CSc1nnc(-c2ccc(Cl)cc2)o1)c1c(N)n(CC(C)C)c(=O)[nH]c1=O	-14%	-5	-11%	-15%	i	18%	-3%	-2%	3%
38	Cc1nn(CCC(=O)NCc2ccc(Cl)cc2)c(=O)c2nn(-c3ccccc3)c(C)c12	-2%	.	.	3%	i	-24%	.	.	.
39	O=S(=O)(N/N=C/c1ccc2c(c1)OCCO2)c1ccc(Cl)cc1	2%	6	-9%	20%	i	-3%	3%	3%	0%
40	COc1ccc(NC(=O)CNC(=O)c2nn(-c3ccc(OC)cc3OC)c(=O)c3ccccc23)c(OC)c1	-12%	103	-12%	-10%	i	-3%	-2%	-24%	-6%
41	COc1ccccc1C(=O)NC(=O)COc1cc(Cl)ccc1Cl	-15%	9	12%	-2%	i	1%	-17%	5%	52%
42	COc1ccc(Nc2ncccc2C(=O)Nc2ccccc2)cc1	-80%	-13	-25%	-2%	i	?	-1%	-4%	?
43	CC1CC/C(=C\c2ccc3c(c2)OCO3)C(=O)/C1=C/c1ccc2c(c1)OCO2 (stereo unspecified)	6%	-55*	?	32%	i	26µM*	7.3µM*	?	?
44	CCCCOc1nc2ccccc2nc1C(C#N)S(=O)(=O)c1ccccc1 (stereo unspecified)	-5%	47	-1%[9.24 µM]	?	?	-29%	?	-4%	-4%
45	Cc1cccc(NC(=O)N(Cc2nc3ccccc3c(=O)[nH]2)C2CCCC2)c1	3%	-12	-2%	30%	i	1%	8%	-4%	-2%
46	CC(=O)NC(CCS(C)(=O)=O)C(=O)Nc1ccccc1C (stereo unspecified)	-1%	8	15%	10%	i	0%	8%	-4%	-3%
47	Cc1csc2c(SCC(=O)NNS(=O)(=O)c3cccc(C(F)(F)F)c3)ncnc12	9%	24	1%	.	i	0%	0%	-1%	0%
48	COc1cc(O)cc(O)c1C(=O)/C=C/c1ccccc1	-29%	-106*	-13%	?	?	?	?	-16%	?

Rows are unselected; any-hit rate near 8.9%.
